IMPase inh = cell-permeable inhibitors of inositol monophosphatase (IMPase) | 120,000 tested, under 10 active | AID 901 | inhibition (IP1 accumulation), % at 46.1 µM | CHO-M1 cells, IP1 accumulation, HTRF TR-FRET ratio; active = well fitted curve in the direction sought with a large enough effect in the signal ratio, not every such curve was filed as active; inconclusive = small, poorly fitted or top-dose-only effect, or a change in a side signal; inactive = no such curve, though single readings can be large or run the other way; the % refers to the signal ratio;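 note: cells stimulated with carbachol in lithium chloride buffer; plate controls were DMSO basal wells for no effect and reference inhibitor wells for full effect; higher means more IMPase inhibition seen as more IP1 and lower FRET ratio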
Target sequence (P97697 whole entry, looked up): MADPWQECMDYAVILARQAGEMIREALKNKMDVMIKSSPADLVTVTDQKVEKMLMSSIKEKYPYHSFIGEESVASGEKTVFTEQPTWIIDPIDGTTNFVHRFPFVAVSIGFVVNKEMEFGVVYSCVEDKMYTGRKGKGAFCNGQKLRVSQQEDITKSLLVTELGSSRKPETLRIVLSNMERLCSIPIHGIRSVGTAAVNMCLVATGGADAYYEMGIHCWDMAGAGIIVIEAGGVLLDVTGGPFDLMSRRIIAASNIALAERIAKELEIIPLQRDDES
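CHO-M1 cells (CHO stably expressing M1 receptor), compound up to 46 uM final, stimulated with carbachol (50 uM as added) in buffer with 50mM LiCl, pH 7.4, 30 min at 37C. Cytosolic IP1 read by TR-FRET; AC50 from Hill fits.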
15-hLO-2 inh = 15-hLO-2 (ALOX15B) enzyme inhibition; O15296; purified 15hLO-2, xylenol orange hydroperoxide absorbance; Potency, µM (series often up to 57.1 µM), without a hit: at the highest dose activity change, negative = inhibition, actives largely listed as inhibitors; actives 0.56% (n = 110,000); AID 881; note: potency is the fitted concentration of half-maximal effect; nearly all actives have a fitted effect of over 60% in size; many of its hits are not listed in these tables
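Read-out: hydroperoxide product oxidises ferrous iron, measured as xylenol orange complex via the 573-to-405 nm absorbance ratio after 30 min. Reaction: 50 nM enzyme, 15 min compound preincubation, 45 uM arachidonic acid, 90 min RT, Hepes pH 7.5 with Triton X-100.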
ALOX12 inhib = inhibitors of human 12-lipoxygenase (ALOX12) | purified 12-hLO, xylenol orange hydroperoxide absorbance | Potency, µM (titrated, usually from 57.1 µM), inactives show at the top dose activity change, negative = inhibition, actives largely listed as inhibitors | actives 0.12% (n = 150,000) | AID 1452; note: potency is the fitted concentration of half-maximal effect; nearly all actives have a fitted effect of over 55% in size; many of its hits are not listed in these tables
Target sequence (P18054 whole entry, looked up): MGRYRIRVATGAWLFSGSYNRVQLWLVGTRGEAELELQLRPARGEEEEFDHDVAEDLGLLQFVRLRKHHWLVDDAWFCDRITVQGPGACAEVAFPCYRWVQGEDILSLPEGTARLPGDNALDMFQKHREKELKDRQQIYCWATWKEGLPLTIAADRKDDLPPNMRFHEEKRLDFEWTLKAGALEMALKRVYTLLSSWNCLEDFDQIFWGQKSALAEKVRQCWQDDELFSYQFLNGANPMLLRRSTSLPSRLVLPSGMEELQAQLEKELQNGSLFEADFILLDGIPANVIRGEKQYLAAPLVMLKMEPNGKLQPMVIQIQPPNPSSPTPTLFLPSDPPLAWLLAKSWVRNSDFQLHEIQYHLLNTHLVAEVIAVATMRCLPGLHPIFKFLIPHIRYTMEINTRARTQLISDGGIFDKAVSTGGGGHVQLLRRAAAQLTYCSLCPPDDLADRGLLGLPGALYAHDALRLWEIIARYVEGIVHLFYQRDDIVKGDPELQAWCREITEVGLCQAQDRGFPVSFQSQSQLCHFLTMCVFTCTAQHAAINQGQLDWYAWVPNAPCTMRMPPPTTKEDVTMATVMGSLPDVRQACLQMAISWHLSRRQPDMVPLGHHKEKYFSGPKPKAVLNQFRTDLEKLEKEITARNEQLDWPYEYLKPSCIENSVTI
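Purified human 12hLO (150 nM final) was preincubated with compounds for 15 min at room temperature in 25 mM Hepes pH 7.0, 0.01% Triton X-100, then reacted with 40 uM arachidonic acid for 30 min. Hydroperoxide was detected with ferrous iron/xylenol orange.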
PNC inhibitor = inhibitors of perinucleolar compartment assembly. activity change (PNC), negative = inhibition, % at 10 µM. actives 3.1% (n = 140,000). PC3M PTB-GFP, PNC prevalence imaging, 16 h; active compounds read low. AID 2417;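 active = readout at or below -70, meaning at least 70% loss of cells showing the perinucleolar compartment, a nuclear body marking cancer cells; inconclusive = readout between -30 and a set limit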;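 note: plate controls were DMSO wells for no effect and camptothecin positive control wells for full effect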
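Compounds are pinned in duplicate onto adhered PC3M cells stably expressing GFP-tagged PTB and incubated 16 h at 37 C. Cells are then fixed, nuclei stained with Hoechst, and PNC-positive cells counted.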
An asterisk follows results filed as active; ? = inconclusive; nt = not tested or not shown; [ ] = another dose, or the depositor's remark. Unless noted, calls come from the whole dose curve; as a rule, active = well fitted curve in the direction sought with a large enough effect; inconclusive = small, poorly fitted or top-dose-only effect, or another doubt; inactive = no such curve, though single readings can be large; an effect the other way counts as inactive or inconclusive. Unless noted, % is set by controls: 0 for no effect and ±100 for the full control effect. A portion of the library; count on the stated rates, not on these rows.

SMILES	IMPase inh	15-hLO-2 inh	ALOX12 inhib	PNC inhibitor
CN(C)C(CNC(=O)C1CCCN(C(=O)c2ccc(Cl)cc2)C1)c1ccco1 (stereo not drawn)	1	-4%	-5%	23
N#Cc1ccc(CSCC(=O)O)cc1	-1	-1%	-7%	1
CC(c1ccccc1)N1CC(C(=O)NC2CCCC2)CC1=O (stereo not drawn)	2	1%	-3%	0
COc1cc2nc(SCC(N)=O)n(CCC3=CCCCC3)c(=O)c2cc1OC	14	-10%	-1%	?
CCOC(=O)c1c(C)n(C)c2ccc(OC)c(NS(=O)(=O)c3ccc(Cl)s3)c12	0	-4%	2%	22
S=c1[nH]nc(C2CCCCC2)n1/N=C/C(Cl)=C\c1ccccc1	-3	nt	-15%	-27
CCn1c2ccccc2c2cc(N=C3SC(CC(=O)Nc4ccccc4)C(=O)N3C)ccc21 (stereo not drawn)	-6	5%	6%	-11
Cc1nn(-c2ccccc2)c(N)c1C(c1ccc(C(C)C)cc1)c1c(C)nn(-c2ccccc2)c1N	nt	nt	-6%	?
COc1c(C)cccc1C(=O)Nc1ccc(CN2CCCCC2)cc1	2	17%	3%	?
COc1ccc(NC(=O)CC2C(=O)N(c3ccc(Cl)cc3)C(=S)N2CCc2ccccn2)cc1 (stereo not drawn)	9	nt	-10%	3
CC(C)(C)NC(=O)C(c1ccco1)N(C(=O)c1ccc(CN2CCOCC2)o1)c1ccccc1 (stereo not drawn)	-2	-5%	5%	-12
Cc1scc(C(=O)N/N=C/c2ccc(OCC(C)C)cc2)c1C	6	-4%	-3%	21
OC(COCC(F)(F)C(F)(F)C(F)(F)C(F)F)Cn1c2ccc(Cl)cc2c2cc(Cl)ccc21 (stereo not drawn)	-8	nt	-1%	-15
Cn1c2ccccc2c2c(C(=O)O)cn(C3CCCC3)c(=O)c21	2	-1%	1%	?
CSc1nc(C)cc(Oc2ccc(=O)n(C)n2)n1	-9	1%	0%	-8
Cc1c(C(Nc2ccccn2)c2ccccc2)c(=O)n(-c2ccccc2)n1C (stereo not drawn)	1	nt	0%	-100*
CCOC(=O)C1CCN(C(=O)CC(NS(=O)(=O)c2ccc(OC)cc2)C(C)C)CC1 (stereo not drawn)	1	2%	-1%	27
FC(F)(F)c1ccc(Oc2ccc3cc(Br)ccc3c2)nc1	0	nt	-2%	-7
COc1ccc(C(=O)NC2CCN(C(=O)NC3CCCCC3)CC2)cc1	0	-1%	-1%	-15
COc1ccc(N2CCN(Cc3cc(=O)oc4cc(C)c(Cl)c(C)c34)CC2)cc1	-3	-1%	-5%	6
O=c1c2cccc3c(N4CCOCC4)ccc(c32)c2nc3ccccc3n12	6	-2%	-9%	-16
COc1ccc(N(C(=O)c2ccco2)C(C(=O)NC2CCCC2)c2ccc(N(C)C)cc2)cc1OC (stereo not drawn)	?	nt	-9%	-25
CSc1ccc(CNc2ccc(C)c(C)c2)cc1	-3	-9%	-1%	-6
CN=c1scc(-c2ccc(Br)cc2)n1C	11	-2%	10%	-18
NC(=O)C1c2ccccc2CSc2ccccc21 (stereo not drawn)	4	-3%	-4%	17

The last 2 entries of the section before come first, to join the parts.
SMILES	IMPase inh	15-hLO-2 inh	ALOX12 inhib	PNC inhibitor
CN=c1scc(-c2ccc(Br)cc2)n1C	11	-2%	10%	-18
NC(=O)C1c2ccccc2CSc2ccccc21 (stereo not drawn)	4	-3%	-4%	17
O=C(O)COc1ccc(/C=N/n2cnc3scc(-c4cccs4)c3c2=O)cc1	nt	nt	-3%	28
COc1ccc(N2C(=O)CSC23C(=O)Nc2ccccc23)cc1OC (stereo not drawn)	11[9.22 µM]	-5%	-4%	23
CCC(C)[C@H](N)c1nnc(SCC(=O)c2ccc(Cl)cc2)o1 (stereo partly drawn)	-7	19%	-5%	39
O=C(CN1CCN(c2ccccn2)CC1)Nc1ccccc1	2	0%	12%	-20
CSc1ccccc1NC(=O)c1cc(-c2cccs2)on1	-5	-25%	-1%	6
Cc1noc(C)c1S(=O)(=O)N1CCC(C(=O)NCCN2CCC(C)CC2)CC1	13	1%	-4%	14
COCc1cc(C)c2c(N)c(C#N)sc2n1	-6	3%	-4%	-6
CCOc1ncccc1C(=O)N(C)CC(=O)Nc1ccc(F)cc1	9	nt	-1%	?
Cc1c(C(=O)O)cccc1-c1ccc(C=O)o1	nt	nt	4%	13
O=C(CCSCCC(=O)NCc1ccccc1)NCc1ccccc1	0	-9%	0%	?
Cc1ccc(S(=O)(=O)N2CCC(=O)N(CCOCc3cccc(F)c3)CC2)cc1	nt	nt	2%	-8
COc1cccc(CN(C(=O)c2ccco2)C(C(=O)NC2CCCC2)c2cccnc2)c1 (stereo not drawn)	5	4%	-3%	2
CCCn1c(=O)c2ccccc2n2c(SCN3C(=O)c4ccccc4C3=O)nnc12	4	-2%	1%	16
Cc1nn(C(=O)c2ccco2)c(C)c1Br	0	0%	1%	?
CCCC(=O)Nc1nn(C)c2nc3cc(C)ccc3cc12	-2	-2%	-5%	23
O=c1c(N2CCOCC2)nsnc1N1CCOCC1	9	-24%	-7%	?
COC(=O)c1c(NC(=O)COC(=O)CNC(=O)c2ccco2)sc(C)c1C	-7	nt	1%	38
CC(=O)OCC(=O)[C@@]1(OC(C)=O)[C@H](C)C[C@H]2[C@@H]3C[C@H](F)C4=CC(=O)C=C[C@@]4(C)[C@]3(F)[C@H](O)C[C@@]21C	3[20.6 µM]	5%[25.6 µM]	-2%[25.6 µM]	nt
Cc1ccc(S(=O)(=O)NC2=NCN(CCN3CCOCC3)CN2)cc1	-4	-6%	-5%	20
C=CCc1cc(C)ccc1OCCCC(C(=O)OCC)C(=O)OCC	nt	nt	0%	-23
CCn1c(-c2cc(OC)c(OC)c(OC)c2)n[nH]c1=S	-2	5%	3%	?
CC1S/C(=N/N=C/c2ccco2)NC1=O (stereo not drawn)	-4	0%	-4%	-29
CCCC1C2CN(C(C)C)CC=C2C(C#N)=C(N)C1(C#N)C#N (stereo not drawn)	-2	16%	-17%	-92*
O=S(=O)(NC1=NCCCCC1)c1ccc2ccccc2c1	nt	nt	1%	4
CCOC(=O)c1ccc(N2C(=O)C3C(/C=C/c4ccccc4)OC4(C(=O)c5ccccc5C4=O)C3C2=O)cc1 (stereo not drawn)	nt	nt	-2%	0

Among those listed so far, 2 contain an NH in an aromatic ring:
SMILES	IMPase inh	15-hLO-2 inh	ALOX12 inhib	PNC inhibitor
S=c1[nH]nc(C2CCCCC2)n1/N=C/C(Cl)=C\c1ccccc1	-3	nt	-15%	-27
CCn1c(-c2cc(OC)c(OC)c(OC)c2)n[nH]c1=S	-2	5%	3%	?

(cont.)
SMILES	IMPase inh	15-hLO-2 inh	ALOX12 inhib	PNC inhibitor
CCN(CC)S(=O)(=O)c1ccc(OC)c(NC(=O)CSc2cc(Cl)ccc2Cl)c1	nt	nt	3%	?
CC1(CC(=O)N/N=C/c2ccc(OCc3ccc(Cl)cc3Cl)cc2)OCCCO1	6	31%[activator]	2%	96
CCCn1nc(C(=O)NCCN2CCOCC2)c2ccccc2c1=O	-3	-3%	-7%	-17
S=C(c1ccc2c(c1)OCO2)N1CCCCCC1	-8	-4%	-17%	18
COc1ccc(C(=O)N2CCCCC2)cc1S(=O)(=O)Nc1ccccc1	-5	2%	-1%	-29
COc1ccc(N=Cc2cccc(C)c2O)cc1Cl	?	nt	-1%	?
CC(C)=CCCC1=CCC(/C=N/NC(N)=O)C(C)C1 (stereo not drawn)	8	nt	-5%	-17
CC(C)c1cccc(C(C)C)c1NC(=O)Cn1c(=O)cnc2ccccc21	nt	nt	-2%	?
CC(C)(C)c1[nH]nc2c1C(Cc1ccccc1)C(C#N)=C(N)O2 (stereo not drawn)	9	6%	3%	?
CCN(CC)C(=O)C(C)N(C#N)c1nc(NC(C)C)nc(NC(C)C)n1 (stereo not drawn)	-7	1%	2%	?
CCOc1ccc(-n2c(Cc3cc(=O)[nH]c(=O)[nH]3)nnc2SCC(=O)NC2CCCC2)cc1	3	-3%	5%	-22
CCOC(=O)C(=CNCC(=O)OC)C(=O)OCC	10[1.84 µM]	4%[11.4 µM]	0%	2
COC(=O)c1oc2ccccc2c1-n1cccc1	-10	5%	-7%	-21
Cc1ccc(NC(=S)N(Cc2cccs2)Cc2cc3cc(C)ccc3[nH]c2=O)cc1	nt	nt	3%	119
Oc1ccccc1C=NC(c1ccccc1)C(O)c1ccccc1 (stereo not drawn)	nt	nt	-3%	218
O=C(NCCNC(=O)c1cc(OCC(F)(F)F)ccc1OCC(F)(F)F)Nc1ccc(OC(F)(F)F)cc1	?	6%	4%	2
Oc1c(CN2CCc3ccccc3C2)cc(Cl)c2cccnc12	19	15%	?	?
CCCNC(=O)c1ccc(CN2CCc3ccccc3C2)cc1	nt	nt	-1%	-21
CS(=O)(=O)N1CCC2(CCCN(Cc3cc(C(F)(F)F)cc(C(F)(F)F)c3)C2)CC1	nt	8%	0%	nt
CC1(c2ccc(Cl)cc2Cl)OCC(Cn2ccnc2)O1 (stereo not drawn)	1	26%	-7%	14
Cc1nnc(Cl)c2nn(-c3ccccc3F)c(C)c12	nt	nt	-8%	?
Cc1c(C(=O)Nc2ccc(-c3nnc4n3CCCCC4)cc2)oc2c1ccc1ccccc12	13	nt	-2%	?
O=C(CSc1ncccn1)N1CCN(C(c2ccccc2)c2ccccc2)CC1	4	3%	-5%	12
C[C@@]12CC[C@@H]3[C@@H](CC[C@H]4C[C@@H](O)CC[C@]43C)[C@H]1CC[C@@H]2c1cc(C(F)(F)F)n[nH]1	nt	-25%[11.4 µM]	3%[11.4 µM]	nt
CCS(=O)(=O)NCC(c1ccco1)N1CCN(c2ccc(F)cc2)CC1 (stereo not drawn)	nt	nt	0%	-15

(listing goes on)
SMILES	IMPase inh	15-hLO-2 inh	ALOX12 inhib	PNC inhibitor
O=C(Cc1ccccc1)n1nc(-c2ccccc2)nc1NCc1ccco1	-3	11%	-1%	?
O=C(c1cccc(F)c1)N1CCN(C(=O)c2nn3cccnc3c2Cl)CC1	-10	0%	7%	-5
Cc1ccc(C(C[N+](=O)[O-])n2nc(C)cc2C)cc1 (stereo not drawn)	2	?	4%	26
O=C(c1cc(-c2ccco2)on1)N1CCN(C(c2ccccc2)c2ccccc2)CC1	-1	-1%	-2%	-25
COc1ccc(OCC(=O)N/N=C/c2ccsc2)cc1	2	nt	3%	-17
ClC(=C\c1ccccc1)/C=N/N1CCN(c2ccccn2)CC1	4	-2%	-3%	?
CCN(CC)c1nc(Nc2ccccc2)nc(Oc2ccc(=O)[nH]n2)n1	2	12%	5%	-12
O=C(CCc1ccc(S(=O)(=O)N2CCOCC2)cc1)N1CCN(Cc2ccc3c(c2)OCO3)CC1	-6	4%	0%	14
O=C(Nc1ccccc1Cc1ccccc1)c1oc2ccccc2c1COc1ccccc1	nt	nt	-4%	?
Nc1cc(C2CCCC2)nn1-c1ccccc1	?	-9%	-3%	7
Cc1c(Cl)cccc1N=Cc1ccc([N+](=O)[O-])s1	-2	-2%	-2%	?
CCOc1ccc(C(=O)N2CCN=C2SC)cc1OCC	-5	4%	0%	28
COC(=O)c1nnn(-c2nonc2N)c1CN1CCc2ccccc21	0	-5%	-7%	42
COc1cccc(C2c3c(oc4ccccc4c3=O)C(=O)N2CCCN2CCOCC2)c1 (stereo not drawn)	nt	nt	-7%	?
O=C(COC(=O)CNC(=O)c1ccccc1F)Nc1ccc2c(c1)OCCO2	-2	nt	2%	5
COC(=O)c1cccc(-n2c(C)cc(C=O)c2C)c1	nt	nt	-8%	5
CCn1c(CSc2nc3ccccc3s2)nc2ccccc21	4	20%	-2%	-27
O=C(O)CCc1nc2ccccc2[nH]1	nt	-2%[11.4 µM]	1%[11.4 µM]	nt
N#Cc1ccc(N2CCN(C(=O)c3cccc(F)c3)CC2)c(F)c1	14	nt	-3%	35

Screens deposited in PubChem BioAssay by National Center for Advancing Translational Sciences (NCATS).
